KLF5 inhibitor: suppresses KLF5 promoter-driven expression; inhibition, % at 5 µM; DLD-1 KLF5 promoter-luciferase reporter, luminescence; 290,000 tested, 0.23% active;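 active = inhibition above a per-plate limit of that plate's mean compound inhibition plus 3 SD, cut at about 60% in these data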;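 note: 0% = DMSO wells and 100% = LY294002 at 200 µM; higher means less KLF5 promoter-driven luciferase light; inactives centre near -14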
Platelet DG rel: modulates dense granule release in human platelets; human platelet-rich plasma, SFLLRN dense granule ATP release, luminescence; inhibition, %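 (compounds screened at 7.5 µM in platelet-rich plasma)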; 300,000 tested, 0.22% active; AID 1663;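 active = mean replicate score, as percent of positive control, at or above 50; inconclusive = mean below 50 but at least one replicate at or above 50; inactive = mean and every replicate below 50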
AI-2 QS modul: modulators of Vibrio harveyi AI-2 quorum sensing system; Vibrio harveyi JMH597 AI-2 luminescence/OD600 ratio, 9 h; active compounds read low; strain lacks LuxN and CqsS sensors; 0 = neutral-control median; activity change, % at 7.5 µM; 300,000 tested, 0.4% active; in the data active = activity change below about -75%, passing the limit was not always enough; inconclusive = no clear call, values can overlap the other calls;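 note: luminescence divided by OD600 gain over 9 h not by final OD600 alone; inactives centre near 13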
IEC-6 tox: counter-screen for KLF5 inhibitors: cytotoxicity in IEC-6 cells. inhibition, % at 5 µM. 290,000 tested, 0.78% active. IEC-6 cytotoxicity, luminescence viability; in the data active = inhibition above about 22%;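 note: 0% = plate median of test compound wells and 100% = cytotoxic reference compound wells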
HIF act: HIF pathway transcriptional activation. U2OS HRE-luciferase reporter, luminescence; normalized: DMSO 0%, desferrioxamine 100%. activation, % at 7.5 µM (by protocol). 300,000 tested, 0.32% active. AID 1910;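 active = mean activation of at least 10% of the iron chelator positive control signal, with at least half of replicates also reaching 10%; inconclusive = mean and replicate majority disagree about reaching 10%; inactive = mean and most replicates under 10%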
HSP90 refold inh: inhibitors of HSP90 luciferase refolding in rabbit reticulocyte lysate; luciferase refolding luminescence, 3 h; inhibition, % at 5.6 µM; 290,000 tested, 0.91% active;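 active = inhibition above the screen-wide mean plus 3 SD, computed separately per campaign, cut at about 16% in these data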;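 note: 0% = DMSO wells and 100% = 60 µM geldanamycin wells; inhibitors lower the luminescence because luciferase stays unfolded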
HSF1 inhib: HSF1 inhibition; NIH3T3-HGL HSE-luciferase, MG132-induced, luminescence 8 h; active compounds read low; activity change, negative = inhibition, % at 7.5 µM (by protocol); 300,000 tested, 0.77% active; AID 2098;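 active = more than half of replicate wells show activity change below -50%, luminescence cut by over half; inconclusive = some wells, but at most half, below -50%; inactive = no replicate well below -50%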;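 note: luciferase reports HSF-1 transcriptional activity via heat shock element; 0% = median of DMSO wells and -100% = zero luminescence signal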
SKKanGAS inh: SKKanGAS growth inhibition; S. pyogenes SKKanGAS, kanamycin growth, BacTiter-Glo, 6 h; inhibition, % at 7.5 µM; 300,000 tested, 1.3% active;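 active = mean replicate score, as percent of positive control median, at least 50; inconclusive = mean below 50 but one replicate at or above 50; inactive = mean and every replicate below 50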;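 note: strain carries kanamycin resistance gene driven by streptokinase promoter and grows in 40 µg/ml kanamycin; loss of luminescence reflects streptokinase promoter inhibition or plain growth inhibition; 0% = median of DMSO wells and 100% = positive control at its reference dose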
aSyn UTR inh: 5' untranslated region of α-synuclein, MLPCN primary screen. alpha-synuclein 5'UTR reporter, inhibitor activity. inhibition, % (tested at 7.5 µM). 300,000 tested, 0.82% active. AID 1813; in the data active = inhibition above about 60%; inconclusive = no clear call, values can overlap the other calls;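 note: H4 neuroglioblastoma cells stably carrying SNCA 5'UTR luciferase fusion; 0% = DMSO wells and 100% = positive control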
HSF1 activator: increases HSF-1 driven luciferase reporter signal. NIH3T3-HGL HSF-1 luciferase reporter, MG132, 8 h; 100% = twice DMSO control signal. activation, % at 9 µM. 300,000 tested, 1.7% active. AID 504408;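 active = mean replicate activation of at least 50% with a set share of replicates each reaching 50%; inconclusive = only one of those two conditions met; inactive = mean below 50% and too few replicates reaching it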;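 note: 0% = median of the neutral control wells and 100% = twice that signal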
* hit, by the source's call; ? = inconclusive; nt = not tested or not shown.

SMILES	KLF5 inhibitor	Platelet DG rel	AI-2 QS modul	IEC-6 tox	HIF act	HSP90 refold inh	HSF1 inhib	SKKanGAS inh	aSyn UTR inh	HSF1 activator
CC(Sc1nnc(COc2ccc([N+](=O)[O-])cc2)n1-c1ccccc1)C(=O)O (stereo unspecified)	-5	4	19	3	-0.2	2	-1	3	7	4
CCOc1ccccc1CN1CCN(Cc2ccc3cc(F)ccc3n2)CC1CCO (stereo unspecified)	-25	-7	0	1	-0.8	-2	-2	-1	16	12
CCOc1cc(C#N)c(NC(=O)c2cccnc2)cc1OCC	73*	2	16	82*	1.7	6	-5	-5	41	-11
CCC(CC)C(=O)Nc1ccc(S(=O)(=O)Nc2nccs2)cc1	-101	7	26	-2	-0.1	6	0	9	14	-1
Cc1cccc(C)c1NC(=O)C1CCN(C(=O)c2cccs2)CC1	-2	-3	5	2	-0.1	5	-6	3	-11	25
CN(CC(=O)NC1CCCCC1)S(=O)(=O)c1ccc(Br)s1	9	6	13	3	-0.6	10	-11	0	-8	9
O=C(Nc1ccccc1)N1CCN(c2ncccn2)CC1	5	0	39	0	2.4	0	2	-3	-1	3
COC(=O)c1ccc(CNC(=O)COC(=O)c2ccc(N(C)C)cc2)cc1	-29	7	34	-4	-0.1	-5	-4	8	5	-8
Clc1ccc(-c2c(C3=NCCCN3)nnn2-c2ccc(Cl)cc2)cc1	-27	3	-4	-4	-7.6	3	-8	-4	-23	-1
COc1ccc(-c2[nH]ncc2/C=N/NC(=O)c2cccc([N+](=O)[O-])c2)cc1OC	-20	3	17	4	-0.4	0	-9	6	11	-6
CC(C)(CN=C1NS(=O)(=O)c2ccccc21)CNC(=O)c1ccccc1	-16	4	4	2	0.0	-2	-2	?	11	-3
CC1CCN(C(=O)CSc2nc3ncccc3[nH]2)CC1	-35	-10	44	1	1.5	1	13	-9	-37	29
CC1CCCC(NC(=O)C2N(CCCN3CCCC3)C(=O)C3C(C(=O)Nc4ccc(Cl)cc4)C4C=CC32O4)C1C (stereo unspecified)	-18	-7	-9	3	-0.8	2	2	-1	-19	10
CCCC(C(=O)NCc1ccc(OC)cc1)N(Cc1ccco1)C(=O)c1snc(C(N)=O)c1N (stereo unspecified)	-8	-4	23	-3	-0.1	-1	nt	-7	17	nt
Cc1csc(Cn2c(CN(C)C)nc3ccccc3c2=O)n1	24	-3	10	-8	0.1	1	6	nt	-7	5
COC(=O)c1cc2c(C)[nH]c(C)c2cc(C(=O)OC)c1=O	8	13	8	-1	0.1	2	-9	-2	10	0
COc1ccc(CNC(=O)c2ccccc2SC)cc1	-31	-3	32	2	0.1	-2	-5	2	8	12
COc1ccc(-n2c(-c3ccccc3)nc(=S)c3c2CCCC3)cc1	-21	8	13	-2	1.6	0	-46	-2	-2	-44
CCCn1c(SCC(=O)NCc2ccco2)nc2c1c(=O)n(C)c(=O)n2C	23	-2	9	2	-0.4	1	2	-4	9	5
CCO[C@@H]1OC(C(=O)N2CCN(Cc3ccccc3)CC2)=C[C@H](C2CC2)[C@H]1CCCO	-22	5	-3	4	-1.3	2	-2	3	-15	-8
COc1ccc(NC(=O)N2CCCCC2)cc1	-50	25	12	4	0.6	1	5	1	-66	-13
O=C(CSc1nc(O)cc(=O)n1-c1ccccc1)c1ccc(Br)cc1	-7	-6	15	-5	3.1	-3	-2	40	-60	27
CCCNC(=O)c1onc(CSc2ccccc2)c1C(=O)NCCC	nt	0	9	nt	0.4	nt	0	1	24	3
COC(=O)C1=C(C)N=C2SCCC(=O)N2C1c1cccs1 (stereo unspecified)	-13	30	45	0	0.0	14	-12	7	11	12
CCc1c(C)nc2ccc(Br)cc2c1SCCC#N	-4	5	14	6	0.8	1	?	-4	6	-51
Going on with the list:
SMILES	KLF5 inhibitor	Platelet DG rel	AI-2 QS modul	IEC-6 tox	HIF act	HSP90 refold inh	HSF1 inhib	SKKanGAS inh	aSyn UTR inh	HSF1 activator
CC(=O)Nc1cc(NC(C)=O)cc(C(=O)OCC(=O)Nc2ccc(S(=O)(=O)NC3=NCCCCC3)cc2)c1	0	-3	11	3	-0.1	-3	-10	2	9	7
CSc1ccc(C(=O)C2CCCN(C(=O)Cc3nonc3C)C2)cc1 (stereo unspecified)	-36	13	4	-10	-0.3	-5	-6	-3	-15	-8
COc1ccc(CNCCc2ccc(Cl)cc2)cc1OCc1ccccc1	-12	3	25	6	-0.5	2	1	2	2	-1
COc1ccc(S(=O)(=O)N2CCN(C)CC2)cc1C(=O)Nc1ccccc1	-32	7	17	1	-0.1	-1	2	1	-3	2
O=[N+]([O-])c1cccc(C(O)C23CN4CN(CN(C4)C2)C3)c1 (stereo unspecified)	1	2	21	6	-0.6	1	-10	5	-8	-5
Cc1cc(-c2ccccc2)[nH]c(=O)c1C#N	6	-6	22	-7	-0.1	-1	16	-16	4	?
COc1ccccc1N1CCN(C(=O)c2ccc(-c3ccccc3)cc2)CC1	-22	-4	-14	5	-1.8	-1	29	8	-18	30
O=C(NC1CCN(C(=S)NCCc2ccccc2)CC1)C1CC1	3	-9	-3	-6	-0.4	-1	1	-11	8	12
CCCc1nc2c(=O)[nH]c3ccccc3c2o1	-10	2	6	1	-0.8	1	8	6	-21	7
O=C(NC(=S)Nc1cccc(C(F)(F)F)c1)c1ccc2nonc2c1	-9	-2	-47	-2	-0.5	3	4	0	-36	11
O=C(Cc1cccc(Cl)c1)Nc1ccc(Br)cc1	-55	-4	8	11	0.4	6	4	2	-45	23
Cn1c(CC(=O)Nc2ccccc2F)nnc1SCC(=O)Nc1ccccc1Br	-13	8	22	4	0.8	-1	4	-2	-5	-3
CC(=O)N1CCOc2ccc(S(=O)(=O)Nc3cccc(C)n3)cc21	10	24	6	-3	-0.2	-3	3	12	-18	11
CCCc1nnc(NC(=O)CCN2C(=O)c3ccccc3C2=O)s1	1	-3	-87*	8	0.4	2	7	2	-1	-2
O=C(O)c1cc2nc(-c3ccccc3)cc(-c3ccccc3)n2n1	-9	-2	25	0	0.1	-1	0	46	7	-1
CCOC(=O)c1cccc(NC(=O)COc2ccc([N+](=O)[O-])cc2)c1	-9	-2	19	-4	0.1	-3	-4	2	16	5
COc1ccc(-c2nnc3n2N=C(C)CS3)cc1	-19	-2	11	10	-0.2	4	-6	-2	19	-13
CCOc1ccc2nc(NC(=O)c3cnccn3)sc2c1	-90	-9	12	-3	1.6	-2	47	4	-127	99*
Cc1ccccc1OCCNc1cc(N2CCCCC2)ccc1[N+](=O)[O-]	1	1	17	11	1.6	1	10	11	-13	14
Cc1ccc(NC(=O)NCCSc2ccc(C)cc2)cc1	-27	16	10	2	0.5	2	3	-8	2	14
CN1CCN(C(c2cccs2)c2nnnn2Cc2ccc(F)cc2)CC1 (stereo unspecified)	-73	-2	4	1	0.2	1	-7	0	9	-5
O=C(COC(=O)CNC(=O)C12CC3CC(CC(C3)C1)C2)Nc1ccccc1	-10	0	10	-1	-0.4	6	0	-13	19	-6
COc1ccc(OC)c2sc(N(CCN(C)C)C(=O)/C=C/c3cccs3)nc12	-1	-2	19	7	-4.2	7	0	6	?	4
O=C1/C(=C/c2ccccn2)SC(=S)N1N1CCOCC1	6	nt	2	-2	nt	5	nt	-11	nt	nt
CN1CCN(S(=O)C23CC4CC(CC(C4)C2)C3)CC1 (stereo unspecified)	-24	1	36	1	0.1	-3	-2	1	9	7
New compounds follow.
SMILES	KLF5 inhibitor	Platelet DG rel	AI-2 QS modul	IEC-6 tox	HIF act	HSP90 refold inh	HSF1 inhib	SKKanGAS inh	aSyn UTR inh	HSF1 activator
CC1CCCC(NC(=O)COC(=O)c2cccc(NS(=O)(=O)/C=C/c3ccccc3)c2)C1C (stereo unspecified)	-14	2	15	-1	-0.1	0	-6	17	16	2
CC(=O)c1cnc(Nc2nc(C)c3cc(C)c(C)cc3n2)nc1C	12	-1	57	-5	0.1	0	-6	1	4	6
COc1cc(CN2CCN(Cc3ccco3)CC2)cc(OC)c1	-40	1	34	-3	-2.1	-2	-7	1	1	-2
Cc1cc(C)c2c(CN3CCC(C)CC3)cc(=O)oc2c1	-61	2	15	0	4.4	0	30	-1	-157	?
c1ccc(Sc2ncccn2)nc1	-7	6	19	-1	-0.5	-1	-3	0	-6	nt
COc1ccc(NC(=O)CN2C(=O)c3cccc4cccc2c34)cc1OC	0	-4	20	1	0.2	5	-3	-1	3	-10
COCCNC(=O)C(c1ccc(OC)cc1)N(Cc1ccco1)C(=O)CCC(=O)Nc1ccccn1 (stereo unspecified)	-3	1	7	-3	1.4	0	-1	-2	-2	-2
CN(CC(=O)Nc1ccc(Cl)cc1)Cc1cc(=O)n2ccsc2n1	-13	0	3	1	-0.2	4	11	1	5	27
Cc1nnnn1/C(=C\c1ccccc1)C(=O)OCC(=O)N1CC2(C)CC1CC(C)(C)C2 (stereo unspecified)	2	-1	22	-6	-0.8	8	52	-19	-43	82*
C/C(=N\NC(=O)c1cc(-c2cccnc2)nc2ccccc12)c1ccc(O)cc1O	3	-19	8	3	36*	-5	-1	26	105*	-2
COc1ccc(C/C(C)=N/NC(=O)c2ccncc2)cc1	7	-1	4	1	-0.3	2	-5	-1	7	0
CCNC(=S)N1CCNC(=O)C1CC(=O)OC (stereo unspecified)	-12	0	16	-2	0.0	1	-5	3	-6	5
CCN(CC)S(=O)(=O)c1cccc(-c2nnc(SCc3nnc(-c4ccccc4)o3)n2C)c1	-5	-23	31	1	-0.6	-2	-8	-12	16	-1
CCCCOc1ccc(OCCCC)c2c1NC1(N2)C(=O)N(C(C)=O)c2ccccc21	-5	5	21	2	-0.2	5	-3	7	16	-4
CN1CC2(C)OC(=O)C(Cl)=C2CC1c1ccccc1 (stereo unspecified)	-5	-7	10	-1	0.0	-3	8	-2	10	-3
CCOC(=O)CSc1nc2c(c(=O)[nH]c(=O)n2C)n1Cc1ccccc1	-26	0	26	2	-0.9	0	-1	1	10	6
Cc1ccc(N(CC(=O)NCc2ccc(F)cc2)S(=O)(=O)c2cccs2)cc1	-16	-6	-2	-4	-0.2	2	10	-7	11	15
CC(C)Oc1ccc(C2CC(=O)N(c3cccc(/C=C/C(=O)O)c3)C2=O)cc1 (stereo unspecified)	-1	-9	24	4	1.1	0	2	5	-16	11
CC(=O)C1=C(O)C(=O)N(CCc2ccccc2)C1c1ccccc1[N+](=O)[O-] (stereo unspecified)	-22	0	15	1	1.6	3	-2	1	-44	7
S=c1[nH]nc(-c2ccncc2)n1/N=C/C=C/c1ccco1	-12	2	15	-15	0.1	6	5	9	-3	10
O=C(N/N=C1\CC2CC=CC12)c1ccc(O)cc1 (stereo unspecified)	-41	-3	15	0	-0.4	-4	0	5	20	6
O=C(Nc1ccnn1C1CCN(Cc2ccc(O)c(Cl)c2)CC1)C1CCCC1	-21	0	41	1	0.1	-5	5	-16	2	21
O=C(CCCOc1ccccc1)N1CCc2ccccc2C1	-50	0	0	5	1.9	-2	19	3	-36	46

From PubChem
